PTAP TSG101 blk – blocks PTAP/TSG101 interaction to inhibit HIV-1 budding. Q99816. Fluorescence polarization, FITC-PTAP peptide / Tsg101 binding. Potency, µM (doses to about 115 µM), without a hit: at the top dose activity change, negative = inhibition, actives largely listed as inhibitors. 340,000 tested, under 10 active. AID 493005; active = well fitted inhibition curve with a large enough effect in the main read-out, with a control signal flat, not every such curve was filed as active; inconclusive = small, poorly fitted or top-dose-only effect, or effect the other way, or a change in a side signal; inactive = no such curve, though single readings can be large or run the other way; also: potency is read from the fitted curve at half-maximal effect; % of control where 0% means no effect
Target sequence (Q99816 whole entry, looked up): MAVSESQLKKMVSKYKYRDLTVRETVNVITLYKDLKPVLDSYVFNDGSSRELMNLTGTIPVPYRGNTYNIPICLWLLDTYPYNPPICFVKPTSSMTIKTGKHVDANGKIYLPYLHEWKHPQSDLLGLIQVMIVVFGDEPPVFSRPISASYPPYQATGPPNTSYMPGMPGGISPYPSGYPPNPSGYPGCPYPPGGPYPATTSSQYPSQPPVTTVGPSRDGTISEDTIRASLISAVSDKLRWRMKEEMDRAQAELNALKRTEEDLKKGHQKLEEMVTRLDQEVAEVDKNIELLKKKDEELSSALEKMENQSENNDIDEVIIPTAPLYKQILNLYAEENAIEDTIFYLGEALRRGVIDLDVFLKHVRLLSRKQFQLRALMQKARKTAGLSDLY
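Fluorescence anisotropy tracks displacement of a FITC-tagged PTAP peptide (50 nM) from the Tsg101 binding domain (10 uM), following a 20 min room-temperature incubation at pH 7.5.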
Tb PFK block – blocks T. brucei phosphofructokinase | O15648 | T. brucei PFK, ADP-Glo luminescence | Potency, µM (top dose mostly 57.5 µM), inactives show at the top dose activity, negative = inhibition, actives largely listed as inhibitors | 330,000 tested, 0.17% active | AID 485367;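 also: potency is read from the fitted curve at half-maximal effect; 0% = uninhibited 1x PFK enzyme wells and -100% = no-enzyme wells; nearly all actives have a fitted effect of over 60% in size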
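Compounds were pin-transferred as a titration series up to 57 uM into substrate buffer (0.5 mM F6P, 0.1 mM ATP, pH 8.0), then 1.25 nM PFK was added and reactions ran 45 min before ADP-Glo detection.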
ASM inhibitor – inhibitors of human secretory acid sphingomyelinase; placental ASM, HMU-PC fluorogenic substrate, 60 min; P17405; Potency, µM (doses to about 57.5 µM), for inactives: at the top dose activity change, negative = inhibition, most hits filed as inhibitors; 340,000 tested, 0.006% active; also: potency is read from the fitted curve at half-maximal effect
Target sequence (P17405 47-631 limits assumed): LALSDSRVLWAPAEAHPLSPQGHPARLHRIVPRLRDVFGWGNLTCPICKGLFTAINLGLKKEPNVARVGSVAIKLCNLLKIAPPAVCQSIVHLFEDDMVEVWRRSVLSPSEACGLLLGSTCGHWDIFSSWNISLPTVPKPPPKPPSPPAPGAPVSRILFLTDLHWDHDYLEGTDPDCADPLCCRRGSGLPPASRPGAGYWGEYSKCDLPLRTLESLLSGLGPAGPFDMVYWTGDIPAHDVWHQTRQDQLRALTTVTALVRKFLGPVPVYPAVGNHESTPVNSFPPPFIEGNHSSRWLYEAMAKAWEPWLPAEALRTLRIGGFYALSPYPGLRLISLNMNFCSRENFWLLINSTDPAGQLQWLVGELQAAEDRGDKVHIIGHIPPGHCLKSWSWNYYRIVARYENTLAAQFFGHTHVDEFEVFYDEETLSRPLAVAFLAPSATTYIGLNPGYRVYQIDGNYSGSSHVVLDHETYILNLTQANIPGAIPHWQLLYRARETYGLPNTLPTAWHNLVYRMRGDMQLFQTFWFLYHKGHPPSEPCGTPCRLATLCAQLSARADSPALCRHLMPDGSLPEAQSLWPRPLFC
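Fluorogenic HMU-PC substrate (9 uM final) is turned over by placental ASM in 60 min at 37 C after a 10 min compound preincubation. Reaction ended by alkaline stop (pH 10), with fluorescence read at 386/447 nm.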
TCR act – activators of T cell receptors. primary human leukocytes, anti-CD3, IL-2 HTRF, 48 h. Potency, µM (doses to about 9.22 µM), without a hit: at the top dose activation of IL-2 secretion, usual class: activators. 330,000 tested, under 10 active; also: % of control where 0% means no effect
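Human primary leukocytes + a-CD3 beads + cpd, 48 hr; IL-2 in supernatant by HTRF (ex 320nm / em 665nm). No co-stimulatory signal supplied.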
Integrin act MD – activators of alpha7 integrin expression for muscular dystrophy | alpha7betagal myoblasts, beta-gal FDG fluorescence, 48 h | Potency, µM (series often up to 38.3 µM), inactives show at the highest dose activation, hits mostly activators | 350,000 tested, 0.064% active | AID 624291;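 also: potency is read from the fitted curve at half-maximal effect; 100% = response of the positive control SU9516; nearly all actives have a fitted effect of over 60% in size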
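Alpha7betagal+/- myoblasts (passage 13) were plated 16-24 hr, then exposed to compounds (1:260 dilution of DMSO stock) for 48 hours at 37C. After MPER lysis, β-galactosidase reporter activity was read as FDG fluorescence (ex 480/em 540) after 30 minutes.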
Chronic BCR inh – chronic active BCR signaling inhibition; 340,000 tested, 0.05% active; AID 493014; Potency, µM (series often up to 46.1 µM), without a hit: at the highest dose ratio change, negative = lower green/red ratio, most hits filed as inhibitors; ABC-DLBCL IkBa-CBG/CBR reporter, luminescence ratio, 4 h; active = well fitted inhibition curve with a large enough effect in the signal ratio, with a control signal flat, not every such curve was filed as active; inconclusive = small, poorly fitted or top-dose-only effect, or effect the other way, or a change in a side signal; the % refers to the signal ratio;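 also: potency is read from the fitted curve at half-maximal effect; plate controls were basal doxycycline-induced cells for no effect and cells given 10 µM MG132 for full effect; MG132 reads +100%, hits lower the ratio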
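Concentration-response series (up to 46 uM) were applied to TMD8 dual-reporter cells for 4 h at 37C with doxycycline. Green/red ratio, after filter-overlap correction, defined %Activity; red signal alone was normalised to basal cells and zero luminescence.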
TSHR antagonist – human thyrotropin receptor antagonism; P16473; TSHR-expressing cells, TSH-stimulated cAMP HTRF, 2 h; active compounds read low; activity change, negative = inhibition, % at 11.5 µM; 330,000 tested, 0.2% active;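 active = activity change below a set negative limit, meaning inhibition stronger than a set level, cut at about -70% in these data; inconclusive = activity change between two set negative limits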; also: % is scaled to controls: 0 for no effect and ±100 for the full control effect
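TSHR-expressing cells were treated with compounds, then stimulated with TSH at EC80 (4nM final) for 2 hours at 37 deg C. Cellular cAMP was measured by HTRF competition between lysate cAMP and cAMP-d2 for a cryptate-labelled anti-cAMP antibody.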
ELG1 repair inh – ELG1-dependent DNA repair inhibition | 330,000 tested, 2.3% active | HEK293T ELG1-luciferase reporter, luminescence, 16 h; DNA damage induced by 5-fluorouridine | Potency, µM (titrated, usually from 46.1 µM), inactives show top-dose activity change, negative = inhibition, hits mostly inhibitors | AID 504467; also: potency is read from the fitted curve at half-maximal effect; % is scaled to controls: 0 for no effect and ±100 for the full control effect; nearly all actives have a fitted effect of over 55% in size
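In this reporter screen, reduction of luminescence relative to DMSO vehicle indicated activity. Compounds and 5-fluorouridine were added together to 2,000 cells per well, incubated for 16 hr at 37 °C, then developed with ONE-Glo.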
AT treatment – potential ataxia-telangiectasia treatments restoring KAP-1 phosphorylation. […] A-T fibroblasts, KAP-1 phosphorylation AlphaLISA; neocarzinostatin DNA damage 30 min before lysis. Potency, µM (highest dose often 57.5 µM), for inactives: at the top dose activation, most hits filed as activators. 320,000 tested, 0.19% active; also: potency is read from the fitted curve at half-maximal effect; % of control where 0% means no effect; nearly all actives have a fitted effect of over 45% in size
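ATM-like activity read as KAP-1 phosphorylation via AlphaLISA donor/acceptor antibody pairs after lysis and 6 hr at 25C. Cells were ATM-null patient fibroblasts ([…], hTERT), dosed 60 min, then exposed to the DSB inducer NCS for 30 min.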
Mito fusion yeast – mitochondrial division inhibition or fusion activation; S. cerevisiae fusion-defective mutant growth rescue, CellTiterGlo 48 h; Potency, µM (titrated, usually from 46.1 µM), for inactives: top-dose growth rescue (activation), usual class: activators; 320,000 tested, 0.23% active;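 also: potency is read from the fitted curve at half-maximal effect; % of control where 0% means no effect; nearly all actives have a fitted effect of over 45% in size; temperature-sensitive fusion mutants such as fzo1-1 at 37 °C on non-fermentable ethanol glycerol medium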
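Yeast fusion mutant, YPEG (non-fermentable carbon), compound, 48 h at 37C non-permissive; CellTiterGlo added, 10 min RT, luminescence read. Rescued growth = division inhibition.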
Eya2 inh – blocks the phosphatase activity of human Eya2. 330,000 tested, 0.006% active. O00167. recombinant Eya2, OMFP fluorescence dephosphorylation (OMFP is methylfluorescein phosphate). Potency, µM (top dose mostly 76.9 µM), inactives show top-dose activity, negative = inhibition, hits mostly inhibitors; also: potency is read from the fitted curve at half-maximal effect; % is scaled to controls: 0 for no effect and ±100 for the full control effect
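Eya2 (0.2 uM) preincubated 10 min at ambient with compound, then OMFP substrate added at 50 uM; 10 min reaction in 50 mM HEPES pH 7.5, 50 mM NaCl, 5 uM MgCl2, 0.05% BSA, 1 mM DTT. Fluorescence read at Ex 485/Em 525 nm.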
Starred values were filed as active, the others as inactive; ? = inconclusive; nt = no result given; [ ] = dose if it differs, or a comment. Unless noted, calls follow the shape of the dose curve; as a rule, active = well fitted curve in the direction sought with a large enough effect; inconclusive = small, poorly fitted or top-dose-only effect, or another doubt; inactive = no such curve, though single readings can be large; an effect the other way counts as inactive or inconclusive.

Values in the order – Mito fusion yeast | TCR act | ELG1 repair inh | Chronic BCR inh | Eya2 inh | TSHR antagonist | ASM inhibitor | Tb PFK block | PTAP TSG101 blk | Integrin act MD | AT treatment
CCC(=O)c1ccc(OCC(O)CN2C(=O)NC(C)(C)C2=O)cc1 (configuration not stated)
    -5% | 3% | -8% | ? | 6% | -7 | 0% | 0% | -1% | -15% | -1%
Cc1ccc(NC2CCCN(C(=O)CCC3(C)CC3)C2)cc1C (configuration not stated)
    5% | -2% | -8% | 2% | -1% | -8 | nt | 2% | 1% | -1% | 17%
Cc1ccc(CC(=O)Nc2ccc(F)c([N+](=O)[O-])c2)cc1
    -21% | -5%[46.1 µM] | 4% | ? | -3% | -11 | 0% | -11% | -6% | -4% | 3%
CCOC1(OCC)N=C(N)C2(C#N)C(c3cccc(OC)c3OC)C12C#N (configuration not stated)
    4% | 8% | 1% | 5% | -4% | 5 | 1% | 0% | -1% | 5% | 10%
CC1C/C(=C/c2ccco2)C(=O)/C(=C/c2ccco2)C1 (configuration not stated)
    17% | nt | -19% | ? | -4% | 9 | nt | ? | nt | nt | 8%
CN(C)CCCNC(=O)/C(=N\O)c1ccccc1
    -2% | nt | 3% | ? | 23% | 4 | -2% | 2% | -7% | 13% | 5%
Cc1ccc(S(=O)(=O)Nc2cccc3c2O[C@H](CN(C)C(=O)Nc2cccc4ccccc24)[C@H](C)CN([C@H](C)CO)C3=O)cc1
    nt | 3% | 5% | ? | 11% | 1 | -2% | 0% | 1% | 20% | -2%
COc1ccc(NC(=O)CN2CCOCC2)cc1
    -3% | nt | ? | 4% | -9% | 6 | 0% | 1% | -8% | 9% | -4%
CO/N=C/C(=N\Nc1ccccc1)C(=O)c1ccccc1
    -15% | 3% | -8% | ? | -6% | -10 | -7% | -1% | -7% | ? | 0%
CC[C@]12c3[nH]c4cc(-c5ccco5)ccc4c3CCN1C(=O)[C@@H](CC(=O)NCCc1ccccn1)C[C@@H]2C(=O)N1CCN(C(=O)C2CC2)CC1
    nt | -2%[46.1 µM] | -14% | ? | 9% | 11 | 82%[activator] | -4% | -2% | 9% | 13%
Cc1cc(=O)oc2cc(OCCSCCN3CCOCC3)ccc12
    3% | -6% | ? | ? | 8% | -3 | 23% | 1% | 0% | 3% | -2%
COc1cc(NS(=O)(=O)c2ccc(OC)c(C)c2C)c(OC)cc1Cl
    ? | 0% | ? | ? | 1% | -36 | 0% | -4% | -7% | -48%[inhibitor] | 1%
COc1ccccc1NC(=O)Nc1ccc(Cc2ccncc2)cc1
    -3% | 4% | ? | ? | -12% | -17 | -1% | 0% | 0% | 4% | 6%
Cc1cccnc1N(C(=O)Nc1ccccc1)C1=NCC(C)(C)S1
    -5% | 8% | 10% | 1% | 11% | 4 | 4% | 0% | -4% | 3% | 6%
C[C@@]12C(=O)N(CCO)CC(=O)N1[C@H](/C=C/c1ccccc1)[C@@H]1C(=O)N(c3ccccc3)C(=O)[C@@H]12
    2% | 5% | -9% | ? | -3% | 1 | 5% | 0% | -4% | 3% | 0%
CCC(C)(C)C1CCC2(CC1)NC(CO)(CO)CO2 (configuration not stated)
    -1% | 0%[46.1 µM] | 10% | -10% | -1% | 16 | 0% | -1% | -3% | 28% | -6%
CCN(CC)C(=O)N1CCN(C(=O)N(CC)CC)CC1
    0% | 6% | -19% | 3% | 2% | -5 | 0% | -1% | -1% | 7% | -3%[11.5 µM]
O=C(CCCCCNC(=O)N1CCn2c1nc1ccccc12)NCc1ccccc1Cl
    -11% | 0% | -28% | 4% | -11% | 17 | -3% | -2% | -2% | 4% | -1%
O=C(Nc1ccccc1)N1CCCC1c1cccs1 (configuration not stated)
    3% | -2% | -4% | ? | 9% | -7 | 6% | 0% | -2% | 0% | -1%
COc1ccc(/C=C/C(=O)OCC(=O)NCCC2=CCCCC2)cc1
    -2% | 2% | -27% | 0% | -4% | 22 | -2% | 0% | -1% | 12% | 16%
COC(C(=O)NNC(=O)Cc1ccc(Cl)cc1)c1ccccc1 (configuration not stated)
    1% | -2% | ? | ? | -3% | 15 | 0% | -9% | -2% | 3% | -9%
CCOC(=O)C1(Cc2ccccc2C)CCCN(C(=O)c2ccc(CSC)o2)C1 (configuration not stated)
    -1% | 11% | 4% | 4% | -2% | -8 | -1% | -2% | -4% | ? | 8%
Nc1c(Cl)cc(-c2cn(CCC(=O)O)c(-c3ccc(Cl)nc3)n2)cc1Cl
    -3% | 10% | 16% | -3% | -16% | -13 | 1% | -7% | 1% | -24% | 9%
COc1ccc(CCN2CC(C(=O)O)CC2=O)cc1 (configuration not stated)
    -7% | nt | -3% | 2% | -26% | 2 | -1% | -6% | nt | 18% | 0%
Cc1ccccc1S(=O)(=O)N(CC(O)CN1C(=O)NC(C)(C)C1=O)c1ccccc1 (configuration not stated)
    -4% | -10% | ? | -31% | -25% | 11 | 0% | -16% | 3% | 9% | 46%
O=C1C=C(Nc2cccc(Cl)c2)CC(c2ccco2)C1 (configuration not stated)
    2% | nt | ? | -2% | 11% | -11 | -1% | -8% | -1% | 7% | -3%
CN1CCN(c2ncnc3c2c(-c2ccccc2)cn3-c2ccc(F)cc2)CC1
    5% | 2% | -11% | ? | -13% | 1 | -1% | 3% | 0% | -61%[inhibitor] | -3%
O=C1c2ccccc2C(=O)N1Cc1cnc(N2CCN(c3ccccc3)CC2)s1
    17% | -2% | ? | 4% | 16% | 0 | -2% | -1% | -1% | 15% | 2%
COCCn1c(C)cc(C(=O)CSc2nnc(C)s2)c1C
    -10% | -1% | nt | nt | nt | nt | 3% | nt | -6% | 5% | nt
COc1cccc(N2CCN(C(=S)Nc3ccccc3)CC2)c1
    -12% | -2% | -10% | 3% | -5% | -3 | 0% | ? | -1% | 4% | -9%
O=C(c1cccs1)N1CCN(Cc2cn[nH]c2-c2ccc(F)cc2F)CC1
    7% | 3% | -21% | ? | 2% | 10 | -3% | 0% | -6% | ? | 5%
CC1CCN(CCNC(=O)c2ccc3c(=O)n(Cc4ccc(Cl)cc4)c(=S)[nH]c3c2)CC1
    -10% | 7% | 6% | 4% | 3% | -8 | ? | 2% | -5% | -1% | -19%
O=C(NCc1ccc2c(c1)OCO2)c1cc([N+](=O)[O-])ccc1N1CCCCC1
    7% | 1%[46.1 µM] | ? | 23µM* | -11% | 5 | -8% | -7% | 3% | -9% | 4%
Cc1ccc(S(=O)(=O)NCCCNS(=O)(=O)c2ccccc2[N+](=O)[O-])cc1
    0% | -3% | -6% | -1% | 7% | 0 | 0% | -1% | -2% | -17% | 14%
COc1ccc(CN2CCNC(=O)C2CC(=O)NCC(C)(C)N2CCOCC2)cc1C (configuration not stated)
    9% | 4% | 30% | -10% | 10% | 28 | 1% | 2% | -6% | 17% | -4%
Cc1cc(=O)c2c(O)c(O)ccc2o1
    0% | 2% | 1% | -2% | 2% | -23 | 13% | -9% | -7% | -14% | -8%
COC(=O)C1=C(N)Oc2cc(C)n(Cc3cccnc3)c(=O)c2C1c1ccc(OC)c(OC)c1OC (configuration not stated)
    -4% | 0% | 1% | 7% | -7% | 3 | 2% | 1% | -10% | 1% | 3%
CCN1C(=O)/C(=C2/Sc3ccccc3N2CC)S/C1=N\c1ncn[nH]1
    23% | -21% | ? | ? | -13% | 2 | 59% | 8% | ? | 16% | -6%
Cc1c(Cl)cccc1NC(=O)NCc1ccncc1
    3% | -2% | 5% | 1% | 8% | 3 | 6% | 3% | 0% | 18% | 1%
Cc1ccc2c(C)c(C(=O)Nc3c(C)n(C)n(-c4ccccc4)c3=O)oc2c1C
    5% | 2%[46.1 µM] | ? | -4% | -3% | -2 | -2% | ? | 0% | 4% | -2%

Source: PubChem BioAssay (National Center for Advancing Translational Sciences (NCATS))
